RMI-FANCM inh: RMI-FANCM interaction inhibition; actives 0.58% (n = 70,000); FP signal (polarization) at 33 µM; AID 1159607; Fluorescence polarization, RMI core complex with F-MM2 peptide; hits give low values; in the data active means FP signal below about 40; further: inactives centre near 61; strong numbers were not always called active; unit not given here
Starred values were filed as active, the others as inactive; & = joins results of further samples. An excerpt (hit frequency here may not be typical).

SMILES | RMI-FANCM inh
Cc1cc(C)cc(OC(=O)C23CCC(C)(C(=O)C2=O)C3(C)C)c1 (stereo not drawn) | 57
O=C(c1ccc(Cl)cc1Cl)n1cc2c(n1)CCOC2 | 55
CC(=O)c1sc(=Nc2ccccc2)n(Cc2ccco2)c1C | 56
Cn1ccnc1SCC(=O)N1CCC(n2cccc2)CC1 | 48
Cc1cc(C(=O)Nc2nc3c(s2)-c2cccc4cccc-3c24)on1 | 100
N/C(CS(=O)(=O)c1ccccc1)=N/OS(=O)(=O)c1cc(Cl)cc(Cl)c1 | 58&54
O=C(NCC1CCN(C2CCCC2)CC1)C(=O)Nc1ccc2c(c1)OCO2 | 74
O=C(Cc1csc(SCc2ccc(Cl)cc2)n1)NC1CC1 | 54
COc1ccc2sc(N(Cc3ccccc3)C(=O)C3CCCN3S(C)(=O)=O)nc2c1 (stereo not drawn) | 71
CC(=O)c1ccc(NC(=O)CSc2nc(C)cc(C)c2C#N)cc1 | 72
CCC(C)n1c(=O)c2ccccc2n(Cc2nc(-c3ccc(C(F)(F)F)cc3)no2)c1=O (stereo not drawn) | 74
COc1ccc2c(NCc3ccccc3OC)c(C#N)cnc2c1 | 68
CCN(C(=O)COc1ccc(C)c(C)c1)c1ccccc1 | 62
COc1ccc(Cl)cc1NC(=O)CSc1ncnc2c1cnn2-c1ccc(C)cc1C | 58
C=CCn1c(SC)nc2scc(-c3ccc(C)cc3)c2c1=O | 60
CN(C)S(=O)(=O)c1ccc(-c2nnc(N)o2)cc1 | 66
O=C(NCCOc1ccc2nnc(-c3ccccc3)n2n1)c1c(F)cccc1F | 69
CC1(C)COc2cc(NC(=O)COc3ccc(F)cc3)ccc2NC1=O | 65
Cc1ccc(CSc2nc3c(c(=O)[nH]2)C(c2ccc4c(c2)OCO4)C2=C(CCCC2=O)N3)cc1 (stereo not drawn) | 61
CN(C)c1ccc(C(CNC(=O)C(=O)NCCC2=CCCCC2)N(C)C)cc1 (stereo not drawn) | 70
Cc1nc2ccccn2c(=O)c1NC(=O)c1cc2ccccc2oc1=O | 57
COC(=O)CCNc1ccccn1 | 56
CN1CCC(CNC(=O)Nc2csc3ccccc23)CC1 | 66
CCn1nc(C(=O)Nc2nc3c(OC)ccc(C)c3s2)cc1C | 66
Cc1nc(C23CC4CC(CC(C4)C2)C3)cs1 | 53

Continuation.
SMILES | RMI-FANCM inh
Cc1nc(CSc2n[nH]c(=O)n2-c2cccc(F)c2)cs1 | 53
O=C(Nc1nnc(Cc2ccc(F)cc2)o1)C1CCCC1 | 63
COc1ccc(S(=O)(=O)CCCC(=O)Nc2nnc(-c3ccncc3)o2)cc1 | 54
COc1ccc(CCNC(=O)c2sc(=S)n(-c3ccccc3C)c2N)cc1OC | 63
N#Cc1cc(I)c(C#N)c(I)c1 | 57
O=C(N[C@@H](Cc1ccccc1)C(=O)CCl)OCc1ccccc1 | 60
Cc1nc(-c2ccccc2)sc1C(=O)NCCCn1nc(-c2ccccc2)ccc1=O | 70
CC1CCN(C2=NC(=O)/C(=C\c3ccccc3)S2)CC1 | 58
CC(C)C(=O)NCCN1CCN(c2ccccc2)CC1 | 62
Cc1ccc(-n2ncc3c(C4CC4)nn(CC(=O)Nc4ccccc4F)c(=O)c32)cc1C | 105
O=C(NCCC1=CCCCC1)C(=O)Nc1ccc(N2CCCS2(=O)=O)cc1 | 72
N#C/C(=C\c1ccc(-c2ccc(Br)cc2)o1)C(=O)NCCO | 58
COc1cccc(NC(=O)Cn2c(-c3ccncc3)nc3ccccc32)c1 | 61
CCN(CC)c1ccc(/C=N\NC(=O)CNC(=O)c2cccc3ccccc23)cc1 | 59
Oc1ccc(C=NCCOCCOCCN=Cc2ccc(O)cc2)cc1 | 60
O=C(Nc1nc(C(=O)N2CCN(c3ccc(F)cc3)CC2)cs1)c1ccccc1 | 53
Cc1cc(-c2nnc(NC(=O)c3ccccc3F)o2)nn1C | 73
COC(=O)c1[nH]c(C)c(C(O)=C2C(=O)C(=O)N(CCCN(C)C)C2c2cccs2)c1C (stereo not drawn) | 66
CN(C)c1ccc(CCCNS(=O)(=O)c2ccccc2Cl)cc1 | 71
CC(C)(C)NC(=O)CSc1nc(C(C)(C)C)cc(C(F)(F)F)c1C#N | 75
COc1ccc2nc(-c3ccc(Cl)c(NC(=O)C4CC4)c3)cn2n1 | 109
COc1ccc(Oc2ncnc3c2cnn3-c2ccccc2)cc1 | 58
O=C(O)COc1ccccc1/C=C1/SC(=S)N(c2cccnc2)C1=O | 85
O=C(Nc1ccccc1)O/N=C\c1ccc(F)c(Cl)c1 | 44
Cc1ccc(C2CC(c3cccs3)=NN2C(=O)CSc2nnc(CNC(=O)c3ccco3)n2-c2cc(C)ccc2C)cc1 (stereo not drawn) | 71

Following part.
SMILES | RMI-FANCM inh
CCc1cc(=O)[nH]c(SCC(=O)O)n1 | 70
Cc1cc(NC(=O)CC2CSc3nccc(=O)n32)no1 (stereo not drawn) | 55
O=C(O)c1oc(C(=O)O)c(OCc2ccccc2)c1OCc1ccccc1 | 55
CCOC(=O)/C(C)=N\Nc1cc(C(F)(F)F)ccc1N1CCOCC1 | 53
O=C(NC1CCCN1S(=O)(=O)c1ccc(Cl)cc1)N1CCOCC1 (stereo not drawn) | 58
CC(=O)c1ccc(NC(=O)Cc2csc3nc(-c4ccc(F)cc4)cn23)cc1 | 65
CCN(CC)CCOc1ccc2c(c1)C(=O)c1cc(OCCN(CC)CC)ccc1-2 | 94
COc1ccc(NC(=O)c2cc(C(C)C)n(-c3nc4ccccc4s3)n2)c(OC)c1 | 59
COc1ccc(NC(=O)c2csc(Nc3ccc(OC(F)F)cc3)n2)cc1OC | 67
CC(C)N1CCC(CNS(=O)(=O)c2ccc3c(c2)OCCO3)CC1 | 65
COc1ccc(-n2nnc(-c3nc(-c4ccccc4F)no3)c2C)cc1Cl | 77
COCCOc1cc2nc[nH]c(=O)c2cc1OCCOC | 56
Cc1ccc(CC(=O)Nc2nnc(-c3ccco3)o2)c(C)c1 | 57
CCn1nc(C(=O)N(CCCN(C)C)c2nc3c(C)ccc(Cl)c3s2)cc1C | 72
O=C(Cn1c(C2CC2)nc2c(cnn2-c2ccccc2)c1=O)Nc1ccccc1F | 94
O=S(=O)(c1cc(Cl)sc1Cl)N1CCN(Cc2ccc3c(c2)OCO3)CC1 | 53
CO[C@H]1C[C@H](O[C@H]2[C@H](C)[C@@H](O[C@@H]3O[C@H](C)C[C@H](N(C)C)[C@H]3O)[C@@H](C)C[C@@]3(CO3)C(=O)[C@H](C)[C@@H](O)[C@@H](C)[C@@H](C)OC(=O)[C@@H]2C)O[C@@H](C)[C@@H]1O | 50
CS(=O)(=O)c1ccc2nc(N(Cc3cccnc3)C(=O)c3cccc(C(F)(F)F)c3)sc2c1 | 60
Fc1cc(F)c2nc(Nc3nc4cc5c(cc4s3)OCO5)sc2c1 | 59
CCn1c(C)cc2c(c1=O)C(c1ccccc1[N+](=O)[O-])C(C#N)=C(N)O2 (stereo not drawn) | 52
O=C(CN1CCN(c2ccccc2)CC1)Nc1nnc(-c2ccco2)s1 | 55
Cn1c(=NC(=O)C2CC2)sc2cc3c(cc21)OCCO3 | 74
O=C(Nc1ccc(O)c(-c2nc3ccccc3s2)c1)c1ccc(Br)s1 | 83
CCOC(=O)c1csc(-c2ccc3nonc3c2)n1 | 35
CN1CCCCC1CCl (stereo not drawn) | 64

(listing goes on)
SMILES | RMI-FANCM inh
O=S(=O)(Cc1ccc(Cl)cc1Cl)CC(O)Cn1ccc(C(F)(F)F)n1 (stereo not drawn) | 60
CS(=O)(=O)N1CCC(C(=O)N(CC2CCCO2)c2nc3c(F)cccc3s2)CC1 (stereo not drawn) | 64
CSc1nc(Sc2n[nH]c(-c3ccccc3)n2)cc(Sc2n[nH]c(-c3ccccc3)n2)n1 | 58
Cc1ccc(C)c2sc(N3CCN(C(=O)CCSc4ccc(F)cc4)CC3)nc12 | 56
Cc1ccc(-c2ccc(=O)n(CCCNC(=O)c3ccc(C)c(C)c3)n2)cc1 | 66
COc1ccc(Cl)cc1NC(=O)C(=O)NCC1CCN(C2CCCC2)CC1 | 85
COC(=O)c1c(NC(=O)CSc2nnnn2-c2ccccc2OC)sc2c1CCC2 | 54
COc1cccc(CSc2nc(C)c(CC(=O)Nc3cccc(F)c3)c(=O)[nH]2)c1 | 62
N/C(=N/OC(=O)COc1ccc(Cl)cc1)c1ccccn1 | 58
Cc1cccc(NC(=O)C23CCC(C)(C(O)C2)C3(C)C)n1 (stereo not drawn) | 58
CS(=O)(=O)N1CCC(C(=O)Nc2ccc(F)cc2)CC1 | 68
Cc1ccc(S(=O)(=O)N2CCCC(c3nnc(Cc4ccc(F)cc4)o3)C2)c(C)c1 (stereo not drawn) | 63
CCN(CC)C(=O)C1C(=O)NC23CCCCC2C1c1ccccc1O3 (stereo not drawn) | 57
CCS(=O)(=O)c1ccc(C(=O)Nc2nc3c(C)cc(Cl)cc3s2)cc1 | 65
COc1cccc(C(=O)Nc2cc(C)nn2-c2nc3ccc(OC)cc3s2)c1 | 77
CCCN1C(=O)CCc2cc(NC(=O)Cc3ccc(OC)cc3)ccc21 | 64
CCN(CC)CCN(C(=O)c1ccccc1OC)c1nc2c(F)cc(F)cc2s1 | 89
O=C(c1ccc(Cl)cc1)N1CCCCC(Sc2nnnn2-c2ccccc2)C1=O (stereo not drawn) | 59
O=c1ccc(-c2ccncc2)nn1CCNS(=O)(=O)c1ccc2ccccc2c1 | 62
O=C(CC(c1ccccc1)c1ccccc1)NCCOc1ccc2c(c1)OCO2 | 66
COc1ccc(OC)c(S(=O)(=O)NCC(c2ccco2)N2CCc3ccccc3C2)c1 (stereo not drawn) | 59
Cc1ccc(-c2ccc(N3CCN(C(=O)C(C)C)CC3)nn2)c(C)c1 | 65
Cn1cccc1C(CNC(=O)C1CC1)N1CCCC1 (stereo not drawn) | 62
Cc1cccc(NC(=O)CSc2ncnc3ccccc23)c1C | 63
CC1CCCC(C)N1CC(O)COc1ccc(C23CC4CC(CC(C4)C2)C3)cc1 (stereo not drawn) | 92

Remaining list, next part:
SMILES | RMI-FANCM inh
Cc1ccc(-n2ncc3c(C)nnc(SCC(=O)N4CCc5ccccc54)c32)cc1C | 67
O=C(NCc1nnnn1-c1cccc(F)c1)c1ccccc1C(F)(F)F | 60
O=C(CCN1C(=O)C2C3C=CC(C3)C2C1=O)Nc1cccc(C(F)(F)F)c1 (stereo not drawn) | 67
C=c1c(=C2N=C(c3ccc4c(c3)OCO4)NO2)oc2ccc(S(=O)(=O)N3CCSCC3)cc12 | 69
COc1ccc(NC(=O)c2c(-c3c(F)cccc3Cl)noc2C)cc1[N+](=O)[O-] | 59
Cc1cccc(OCCCC(=O)NCCc2ccccc2)c1 | 65
COCCCNC(=S)Nc1cccc(Cl)c1C | 58&54
Cc1ccc(-n2nc(C)cc2C)nn1 | 54
CNC(=S)Nc1ccc(Oc2ccccc2)cc1 | 52
Oc1c(C(c2ccco2)N2CCC3(CC2)OCCO3)sc2ncnn12 (stereo not drawn) | 59
CC(=O)Nc1ccc(S(=O)(=O)Nc2cccc3ccccc23)cc1 | 56
c1ccc(N2CCN(c3ncnc4sc5c(c34)CCC5)CC2)cc1 | 88
CSc1cccc(NC(=O)Cc2csc(NC(=O)Nc3ccccc3)n2)c1 | 82
COc1ccc(-c2cn[nH]c2-c2ccc(OCCN3CCOCC3)c(C)c2O)cc1 | 57
CC(C)(C)c1ccc(S(=O)(=O)NCc2ccc(C(=O)Nc3ccc(Cl)cc3)cc2)cc1 | 77
CN(C)c1ccc(CCCNC(=O)c2c(F)cccc2F)cc1 | 72
COc1ccc(CC(=O)Nc2ccc3c(c2)CN(C(=O)c2cccs2)CC3)cc1OC | 69
Cn1cccc1C(CNC(=O)CCc1ccccc1)N1CCc2ccccc2C1 (stereo not drawn) | 60
Clc1cccc(CSc2ncc(-c3ccccc3)[nH]2)c1 | 57
CCOC(=O)N1CCN(C(=O)CSc2ccc(NC(=O)c3cccs3)nn2)CC1 | 68
CCOc1ccc(C(=O)CSc2nc3cc(C(=O)NCC(C)C)ccc3c(=O)n2CCOC)cc1 | 97
COc1ccc(-n2ccnc2SCC(=O)NC2CCCC2)c(OC)c1 | 60
O=S1(=O)N=C(SCc2ccccc2Cl)Nc2ccccc21 | 52
Oc1ccc2ccccc2c1/C=N\Nc1ccccc1 | 65
CCn1nccc1C(=O)Nc1sccc1C#N | 64
COc1ccc(CCNC(=O)c2cnc3c(c(C)nn3-c3ccc(F)cc3)c2Cl)cc1OC | 69
O=C(/C=C/c1cccs1)NC(=S)NNC(=O)Cn1nnc(-c2cc(Cl)cc(Cl)c2)n1 | 58

As a working copy, part of the list above.
SMILES | RMI-FANCM inh
Cc1ccc(-n2ncc3c(C)nnc(SCC(=O)N4CCc5ccccc54)c32)cc1C | 67
O=C(NCc1nnnn1-c1cccc(F)c1)c1ccccc1C(F)(F)F | 60
O=C(CCN1C(=O)C2C3C=CC(C3)C2C1=O)Nc1cccc(C(F)(F)F)c1 (stereo not drawn) | 67
C=c1c(=C2N=C(c3ccc4c(c3)OCO4)NO2)oc2ccc(S(=O)(=O)N3CCSCC3)cc12 | 69
COc1ccc(NC(=O)c2c(-c3c(F)cccc3Cl)noc2C)cc1[N+](=O)[O-] | 59
Cc1cccc(OCCCC(=O)NCCc2ccccc2)c1 | 65
COCCCNC(=S)Nc1cccc(Cl)c1C | 58&54
Cc1ccc(-n2nc(C)cc2C)nn1 | 54
CNC(=S)Nc1ccc(Oc2ccccc2)cc1 | 52
Oc1c(C(c2ccco2)N2CCC3(CC2)OCCO3)sc2ncnn12 (stereo not drawn) | 59
CC(=O)Nc1ccc(S(=O)(=O)Nc2cccc3ccccc23)cc1 | 56
c1ccc(N2CCN(c3ncnc4sc5c(c34)CCC5)CC2)cc1 | 88
CSc1cccc(NC(=O)Cc2csc(NC(=O)Nc3ccccc3)n2)c1 | 82
COc1ccc(-c2cn[nH]c2-c2ccc(OCCN3CCOCC3)c(C)c2O)cc1 | 57
CC(C)(C)c1ccc(S(=O)(=O)NCc2ccc(C(=O)Nc3ccc(Cl)cc3)cc2)cc1 | 77
CN(C)c1ccc(CCCNC(=O)c2c(F)cccc2F)cc1 | 72
COc1ccc(CC(=O)Nc2ccc3c(c2)CN(C(=O)c2cccs2)CC3)cc1OC | 69
Cn1cccc1C(CNC(=O)CCc1ccccc1)N1CCc2ccccc2C1 (stereo not drawn) | 60
Clc1cccc(CSc2ncc(-c3ccccc3)[nH]2)c1 | 57
CCOC(=O)N1CCN(C(=O)CSc2ccc(NC(=O)c3cccs3)nn2)CC1 | 68
